Screens: PubChem BioAssay, Southern Research Specialized Biocontainment Screening Center
Dengue inhibitors – Dengue virus cytopathic effect inhibitors, cell-based, CPE readout, HTS (AID 540333); Dengue virus CPE inhibition in host cells; stronger effect = higher value; CPE inhibition, % at 20 µM; 10,000 tested, 3.1% active; in the data active means CPE inhibition mostly above about 9.1%, no sharp cut-off; inactive means mostly below about 7.2%
* = called active by the depositor; i = inactive. Some of the compounds tested; count on the stated rates, not on these rows.

SMILES | Dengue inhibitors
O=c1c2ccccc2nc(-c2ccc(Cl)cc2Cl)n1-c1nccs1 | 1.0
COc1cc(C(c2c(O)c3ccccc3oc2=O)c2c(C)n(C)n(-c3ccccc3)c2=O)ccc1O (configuration not stated) | 1.0
COC(=O)C1=C(c2ccc(C(C)=O)cc2)C[C@@H]2CC[C@H]1N2C(=O)NC1Cc2ccccc2C1 | i
O=C(N/N=C/c1c(O)n(Cc2ccccc2)c(=O)[nH]c1=O)c1ccccc1O | 1.2
CCN(CC)c1ccc(CC2C(=O)N(C)C(=O)N(C)C2=O)cc1 | 1.1
COC(=O)C1=C(c2ccc(F)cc2OCc2ccccc2)C[C@@H]2CC[C@H]1N2C | 1.4
COC(=O)C1=C(c2ccc(Cl)c(C(F)(F)F)c2)C[C@@H]2CC[C@H]1N2C(=O)N1CCC(C)CC1 | 4.0
CCC[N+]12CCC(CC1)C(=C(c1ccccc1)c1ccccc1)C2 | 1.7
COC(=O)C1=C(c2cc3ccccc3o2)C[C@@H]2CC[C@H]1N2C(=O)N1CCCC1 | 2.8
N#CCP(=S)(c1ccccc1)c1ccccc1 | i
O=C1/C(=C\c2cc3c(cc2Br)OCO3)N2CCC1CC2 | 5.3
C=CCN1C(=O)/C(=C/c2cc(C)n(-c3cccnc3)c2C)C(=O)NC1=S | 1.2
N#CC(C#N)=Cc1ccc(-c2ccccc2F)o1 | 13*
COC(=O)C1=C(c2ccc3ccccc3c2)C[C@@H]2CC[C@H]1N2C(=O)NCCNC(C)=O | 0.2
CCOC(=O)c1c(/N=C/c2c(O)n(-c3cccc(C)c3)c(=O)[nH]c2=O)sc2c1CCCC2 | i
Cc1c(C=O)c2ccccc2n1Cc1ccc([N+](=O)[O-])cc1 | i
COC(=O)C1=C(c2c(C)noc2C)C[C@@H]2CC[C@H]1N2C(=O)N1CCc2cc(OC)c(OC)cc2C1 | i
CN1C2CCC1CC(OC(=O)c1ccc([N+](=O)[O-])cc1)C2 (configuration not stated) | i
CC(ON1CC1(C(F)(F)F)C(F)(F)F)(C(N)=O)C(N)=O (configuration not stated) | 0.5
O=C1C(=O)c2cccc3cccc1c23 | 3.3
CN(C)S(=O)(=O)c1cc(NC(=O)C[N+]23CCN(CC2)CC3)ccc1Cl | i
O=C(N/N=C/c1c(O)n(CCc2ccccc2)c(=O)[nH]c1=O)c1ccncc1 | 0.7
O=C(O)C(Cc1cnc[nH]1)NS(=O)(=O)c1ccc(Cl)cc1 (configuration not stated) | 0.8
COC(=O)C1=C(c2c(C)noc2C)C[C@@H]2CC[C@H]1N2C(=O)NCCO | 1.9
CCOP(=O)(OCC)C(O)c1ccc(OC)cc1OC (configuration not stated) | i
Clc1ccc2nc3c(c(-c4ccccc4)c2c1)CNCC3 | 0.6
COC(=O)C1=C(c2ccc(F)cc2OCc2ccccc2)C[C@@H]2CC[C@H]1N2C(=O)NCc1cc(C)oc1C(F)(F)F | 3.6
CC[N+]12CCC(CC1)C(=C(c1ccccc1)c1ccccc1)C2 | 2.3
Cc1nn(Cc2ccccc2Cl)c(Cl)c1C(=O)OCC(=O)NC(=O)NC1CCCCC1 | i
Cc1ccc(-c2nc(N3CCOCC3)s[n+]2-c2ccccc2)cc1 | 0.1

6 entries drawn at random from those above:
SMILES | Dengue inhibitors
CC[N+]12CCC(CC1)C(=C(c1ccccc1)c1ccccc1)C2 | 2.3
COC(=O)C1=C(c2c(C)noc2C)C[C@@H]2CC[C@H]1N2C(=O)NCCO | 1.9
CC(ON1CC1(C(F)(F)F)C(F)(F)F)(C(N)=O)C(N)=O (configuration not stated) | 0.5
O=C(N/N=C/c1c(O)n(CCc2ccccc2)c(=O)[nH]c1=O)c1ccncc1 | 0.7
Cc1nn(Cc2ccccc2Cl)c(Cl)c1C(=O)OCC(=O)NC(=O)NC1CCCCC1 | i
CN(C)S(=O)(=O)c1cc(NC(=O)C[N+]23CCN(CC2)CC3)ccc1Cl | i

Among those listed so far, three have a CF3 group.
SMILES | Dengue inhibitors
COC(=O)C1=C(c2ccc(Cl)c(C(F)(F)F)c2)C[C@@H]2CC[C@H]1N2C(=O)N1CCC(C)CC1 | 4.0
CC(ON1CC1(C(F)(F)F)C(F)(F)F)(C(N)=O)C(N)=O (configuration not stated) | 0.5
COC(=O)C1=C(c2ccc(F)cc2OCc2ccccc2)C[C@@H]2CC[C@H]1N2C(=O)NCc1cc(C)oc1C(F)(F)F | 3.6

A section taken from the entries so far, as a working copy:
SMILES | Dengue inhibitors
C=CCN1C(=O)/C(=C/c2cc(C)n(-c3cccnc3)c2C)C(=O)NC1=S | 1.2
N#CC(C#N)=Cc1ccc(-c2ccccc2F)o1 | 13*
